BLM helicase inh: qHTS Assay for Inhibitors of Bloom's syndrome helicase (BLM). recombinant BLM DNA unwinding, fluorescence dequenching. actives 0.2% (n = 350,000). Potency, µM (doses to about 56.1 µM), without a hit: at the highest dose activity change, negative = inhibition, most hits filed as inhibitors;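 also: potency is read from the fitted curve at half-maximal effect; plate controls were vehicle for no effect and no enzyme for full effect; nearly all actives have a fitted effect of over 35% in size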
Target sequence (P54132 whole entry, looked up): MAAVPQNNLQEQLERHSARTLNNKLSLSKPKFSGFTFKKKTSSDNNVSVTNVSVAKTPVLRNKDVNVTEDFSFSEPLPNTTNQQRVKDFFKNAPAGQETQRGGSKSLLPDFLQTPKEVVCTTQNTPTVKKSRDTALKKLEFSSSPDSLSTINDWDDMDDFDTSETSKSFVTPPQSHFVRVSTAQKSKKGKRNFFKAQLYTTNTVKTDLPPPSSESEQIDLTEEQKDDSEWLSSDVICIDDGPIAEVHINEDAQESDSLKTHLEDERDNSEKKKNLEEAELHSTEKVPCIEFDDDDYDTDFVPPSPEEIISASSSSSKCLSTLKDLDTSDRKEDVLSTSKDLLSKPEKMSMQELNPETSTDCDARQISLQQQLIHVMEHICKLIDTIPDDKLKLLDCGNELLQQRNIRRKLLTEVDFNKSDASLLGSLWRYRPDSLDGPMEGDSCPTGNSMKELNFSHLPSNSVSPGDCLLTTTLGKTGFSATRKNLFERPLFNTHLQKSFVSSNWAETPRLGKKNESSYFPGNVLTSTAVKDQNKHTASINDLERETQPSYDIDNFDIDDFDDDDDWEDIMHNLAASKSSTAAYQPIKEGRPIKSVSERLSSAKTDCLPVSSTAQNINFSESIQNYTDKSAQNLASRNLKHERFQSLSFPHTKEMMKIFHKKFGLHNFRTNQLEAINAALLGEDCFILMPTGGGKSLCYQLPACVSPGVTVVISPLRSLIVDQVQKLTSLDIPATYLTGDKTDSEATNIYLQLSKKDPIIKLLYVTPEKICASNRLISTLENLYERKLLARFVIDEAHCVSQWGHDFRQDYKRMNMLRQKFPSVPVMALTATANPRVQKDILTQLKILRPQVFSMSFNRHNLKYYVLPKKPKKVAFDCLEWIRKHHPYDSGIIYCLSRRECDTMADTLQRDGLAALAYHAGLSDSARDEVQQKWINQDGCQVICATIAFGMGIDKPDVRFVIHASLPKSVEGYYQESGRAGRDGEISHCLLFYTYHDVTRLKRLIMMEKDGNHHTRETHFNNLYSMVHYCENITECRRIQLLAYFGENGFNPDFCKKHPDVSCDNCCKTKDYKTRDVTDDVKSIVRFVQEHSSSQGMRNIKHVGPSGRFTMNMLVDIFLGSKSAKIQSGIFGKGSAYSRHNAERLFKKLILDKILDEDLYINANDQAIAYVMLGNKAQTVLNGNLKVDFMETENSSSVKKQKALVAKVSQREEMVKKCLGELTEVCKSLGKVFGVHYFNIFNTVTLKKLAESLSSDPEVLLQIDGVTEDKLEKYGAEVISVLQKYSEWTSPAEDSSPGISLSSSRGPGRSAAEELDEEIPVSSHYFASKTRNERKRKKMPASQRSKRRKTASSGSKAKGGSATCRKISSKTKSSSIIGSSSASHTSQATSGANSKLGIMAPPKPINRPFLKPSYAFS
Anesthetic bind: qHTS Assay for Identification of Novel General Anesthetics. Ferritin light chain (Equus caballus), P02791. apoferritin/1-aminoanthracene competitive binding, fluorescence. Potency, µM (highest dose often 77.5 µM), inactives show at the top dose activity change, negative = displacement, actives largely listed as inhibitors. actives 0.074% (n = 350,000). AID 485281, 2010; also: potency is read from the fitted curve at half-maximal effect; % is scaled to controls: 0 for no effect and ±100 for the full control effect; nearly all actives have a fitted effect of over 20% in size
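Probe: 1-aminoanthracene (50% saturated, PBS). Protein: horse-spleen apoferritin, 10 uM. Incubation: 10 min, room temperature. Detection: 380 nm excitation, 535 nm emission. Analysis: normalized response, four-parameter Hill.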
POLB inh: qHTS Assay for Inhibitors of DNA Polymerase Beta; Potency, µM (highest dose often 114 µM), without a hit: at the highest dose activity change, negative = inhibition, hits mostly inhibitors; AID 485314, 2010; Pol beta primer extension/strand displacement, fluorescence kinetic; actives 1.3% (n = 340,000); P06746; also: potency is read from the fitted curve at half-maximal effect; % is scaled to controls: 0 for no effect and ±100 for the full control effect
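Curves were derived by four-parameter Hill fits of normalized qHTS data. The kinetic fluorescent primer-extension read was taken at 0 and 10 min after 50 nM substrate, following a 15 min room-temperature preincubation of 10 nM enzyme with compounds.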
12-LOX inh: Primary qHTS assay for inhibitors of human arachidonate 12S-lipoxygenase (ALOX12): Round 2 | actives 1.1% (n = 580,000) | purified 12hLO, xylenol orange hydroperoxide absorbance | AID 1671190, 2021 | Potency, µM (highest dose often 108 µM), inactives show top-dose activity change, negative = inhibition, most hits filed as inhibitors; also: potency is read from the fitted curve at half-maximal effect; % is scaled to controls: 0 for no effect and ±100 for the full control effect
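Purified human 12hLO at 150 nM in 25 mM Hepes, 0.01% Triton X-100, pH 7.0, preincubated 15 min at room temperature with compound. Reaction started with 40 uM arachidonic acid, 30 min at room temperature. Hydroperoxide measured by Fe-xylenol orange, 573/405 nm absorbance ratio.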
TRHR ag: qHTS for Small Molecule Agonists and Allosteric Enhancers of Human TRH Receptor: Primary Screen for Agonists | Thyrotropin-releasing hormone receptor (Homo sapiens), P34981 | TRHR cells, calcium flux fluo-8, FDSS agonist mode | activation, % at 2 µM | actives 0.18% (n = 360,000); in the data active = activation above about 30%; also: 0% is about no effect
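Steps: seed TRHR cells overnight; add fluo-8 no-wash Ca dye, RT 30 min–1.5 h; record 10 s baseline; pin-transfer compounds; monitor fluorescence 1 cycle/s for the agonist window. Calcium increases flag candidate agonists.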
APEX1 inh: qHTS Assay for Inhibitors of the Human Apurinic/apyrimidinic Endonuclease 1 (APE1) | recombinant APE1, TAMRA/BHQ-2 abasic DNA cleavage fluorescence | Potency, µM (doses to about 65.8 µM), for inactives: top-dose activity change, negative = inhibition, most hits filed as inhibitors | actives 0.35% (n = 350,000);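 also: potency is read from the fitted curve at half-maximal effect; plate controls were vehicle for no effect and reference inhibitor for full effect; nearly all actives have a fitted effect of over 55% in size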
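Readout is kinetic fluorescence (ex 525, em 598 nm) from cleavage of 50 nM TAMRA/BHQ-2 THF abasic duplex by 0.75 nM APE1, compound added 15 min beforehand at RT.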
ERG Ets-DNA blk: qHTS for Small Molecule Inhibitors of the ERG Ets/DNA interaction. Transcriptional regulator ERG (Homo sapiens), P11308. Potency, µM (highest dose often 76.9 µM), inactives show at the top dose FP activity, negative = inhibition, usual class: inhibitors. actives 0.028% (n = 370,000). fluorescence polarization, His-ERG Ets domain / labelled DNA; active = well fitted inhibition curve with a large enough effect in the polarisation, with a control signal flat; inconclusive = small, poorly fitted or top-dose-only effect, or effect the other way, or a change in a side signal; inactive = no such curve, though single readings can be large or run the other way; the % refers to the polarisation;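 also: polarization taken with two DNA probes labelled with fluorescein and Texas red; potency is read from the fitted curve at half-maximal effect; % of control where 0% means no effect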
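His-tagged ERG Ets domain (1 uM in the protein solution; 300mM KCl, 50mM Tris-HCl, 1mM EDTA, 1mM DTT, pH 7.5) received compound, then a probe mix of 5 nM fluorescein-DNA and 100nM Texas-615-DNA. Fluorescence polarization was read for both dyes.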
POLI inh: qHTS for Inhibitors of Polymerase Iota. DNA polymerase iota (Homo sapiens), Q9UNA4. Pol iota fluorescent replication assay, 10 min. Potency, µM (series often up to 115 µM), without a hit: top-dose activity, negative = inhibition, hits mostly inhibitors. actives 1% (n = 390,000). AID 588590, 2011; also: potency is read from the fitted curve at half-maximal effect
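Pol iota at 10 nM preincubated 15 min with compounds at room temperature; reaction started with fluorescent substrate, 50 nM final. Fluorescence read kinetically at 0 and 10 min; buffer-only wells as negative control.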
POLK inh: qHTS for Inhibitors of Polymerase Kappa | AID 588579, 2011 | actives 0.53% (n = 400,000) | DNA polymerase kappa (Homo sapiens), Q9UBT6 | purified Pol kappa, fluorescent DNA synthesis assay, 10 min | Potency, µM (top dose mostly 107 µM), inactives show at the top dose activity, negative = inhibition, most hits filed as inhibitors; also: potency is read from the fitted curve at half-maximal effect; % is scaled to controls: 0 for no effect and ±100 for the full control effect
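Here, compound and 10 nM enzyme are combined for 15 min at room temperature; adding 50 nM substrate (final) starts DNA synthesis, tracked by fluorescence at 0 and 10 min against buffer-only wells.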
Numbers without * were called inactive; [ ] = dose if it differs, or a comment. Unless noted, calls follow the shape of the dose curve; as a rule, active = well fitted curve in the direction sought with a large enough effect; inconclusive = small, poorly fitted or top-dose-only effect, or another doubt; inactive = no such curve, though single readings can be large; an effect the other way counts as inactive or inconclusive. Only part of the results is shown; count on the stated rates, not on these rows.

O=C(Nc1ccc2oc(-c3ccncc3)nc2c1)c1ccc2c(c1)OCCO2 was read as BLM helicase inh -14%, Anesthetic bind -5%, POLB inh inconclusive, 12-LOX inh inconclusive, TRHR ag 0.3, APEX1 inh 1%, ERG Ets-DNA blk -6%, POLI inh 54%[activator] and POLK inh -7%.
`O=c1[nH]c2ccccc2cc1CN(Cc1ccco1)S(=O)(=O)c1ccc(F)cc1` gave BLM helicase inh 0%, Anesthetic bind 1%, POLB inh -24%, 12-LOX inh -25%, TRHR ag -0.3, APEX1 inh 10%, ERG Ets-DNA blk 1%, POLI inh -24% and POLK inh -3%.
Cc1ccc(OCC(=O)Nc2ccccc2[N+](=O)[O-])c(Br)c1 was read as BLM helicase inh -10%, Anesthetic bind 5%, POLB inh -20%, 12-LOX inh -12%, TRHR ag 0.6, APEX1 inh -6%, ERG Ets-DNA blk 6%, POLI inh 15% and POLK inh 2%.
Cc1ccnc(NC(=O)CNC(=O)C23CC4CC(CC(C4)C2)C3)c1 was read as 12-LOX inh -18%, TRHR ag 0.1, APEX1 inh 23%, ERG Ets-DNA blk 4%, POLI inh 29% and POLK inh -7%.
`CCN(CC)C(=O)Cn1cc([N+](=O)[O-])cc1[N+](=O)[O-]` gave 12-LOX inh 10%, ERG Ets-DNA blk 7%, POLI inh 63%[activator] and POLK inh -9%.
Screening CC1=C(C(N)=O)C(c2cccc(O)c2)n2nc(CCCO)nc2N1 (stereo not given) returned BLM helicase inh 2%, Anesthetic bind -5%, POLB inh 2%, 12-LOX inh inactive, TRHR ag 0.2, APEX1 inh 1%, ERG Ets-DNA blk -4%, POLI inh -8% and POLK inh -6%.
For COc1ccccc1C1N(c2ccc(F)cc2)C(=O)C2CCCN21 (stereo not given) the results were BLM helicase inh -2%, Anesthetic bind 5%, POLB inh 13%, 12-LOX inh 0%, TRHR ag -1.2, APEX1 inh -2%, ERG Ets-DNA blk -20%, POLI inh 24% and POLK inh -14%.
`COc1cccc(-c2nc3ccccc3c(=O)n2NC(=O)c2cccnc2Cl)c1` gave BLM helicase inh 2%, Anesthetic bind -10%, POLB inh -28%, 12-LOX inh -2%, TRHR ag 0.1, APEX1 inh 2%, ERG Ets-DNA blk -2%, POLI inh 0% and POLK inh -9%.
`O=C(C1CCCCN1S(=O)(=O)c1ccccc1)N1CCN(Cc2ccccc2)CC1` (stereo not given) gave BLM helicase inh -2%, Anesthetic bind -9%, POLB inh 2%, 12-LOX inh inconclusive, TRHR ag -0.3, APEX1 inh -2%, ERG Ets-DNA blk 7%, POLI inh 8% and POLK inh 0%.
`CCn1c(SCC(=O)c2ccccc2)nnc1-c1ccoc1C` gave BLM helicase inh 2%, Anesthetic bind -20%, POLB inh -4%, 12-LOX inh inconclusive, TRHR ag -0.1, APEX1 inh -5%, ERG Ets-DNA blk 6%, POLI inh 8% and POLK inh 3%.
For CC(C)Cc1nc2oc3c(NCCCN4CCOCC4)ncnc3c2c2c1CCC2 the results were BLM helicase inh -14%, Anesthetic bind -8%, POLB inh 44%, 12-LOX inh 16%, TRHR ag -0.3, APEX1 inh 12%, ERG Ets-DNA blk -2%, POLI inh 16% and POLK inh -3%.
Screening O=C(CCCCCn1nnc2ccccc2c1=O)N[C@H](C(=O)O)c1ccccc1 returned BLM helicase inh 1%, Anesthetic bind -2%, POLB inh 4%, 12-LOX inh 0%, TRHR ag 0.2, APEX1 inh 0%, ERG Ets-DNA blk -8%, POLI inh 51%[activator] and POLK inh -12%.
`Cc1ccc(NC(=O)CCC(=O)Nc2nnc(C3CCCCC3)s2)cc1` gave BLM helicase inh 0%, Anesthetic bind -3%, POLB inh 16%, 12-LOX inh 6%, TRHR ag 0.2, APEX1 inh 84%[activator], ERG Ets-DNA blk 3%, POLI inh -1% and POLK inh -13%.
For COCCN1CN=C(Nc2nc3ccccc3s2)NC1 the results were BLM helicase inh 3%, Anesthetic bind -14%, POLB inh 16%, 12-LOX inh inconclusive, TRHR ag 0.5, APEX1 inh -1%, ERG Ets-DNA blk 5%, POLI inh 19% and POLK inh -10%.
Screening COc1ccc(OCc2ccc(-c3nc(C#N)c(N4CCC(C)CC4)o3)o2)cc1 returned BLM helicase inh -7%, Anesthetic bind 86%[activator], POLB inh inconclusive, 12-LOX inh -16%, TRHR ag 1.3, ERG Ets-DNA blk 0%, POLI inh -9% and POLK inh -3%.
`O=C(NC1CCN(C(=O)Nc2cccc(F)c2)CC1)c1ccco1` gave BLM helicase inh -2%, Anesthetic bind 8%, POLB inh -2%, 12-LOX inh -20%, TRHR ag 1.4, APEX1 inh -10%, ERG Ets-DNA blk -22%, POLI inh -11% and POLK inh -8%.
For COc1ccccc1NC(=O)CSC1=Nc2ccccc2C2=NC(CC(=O)NCc3ccc4c(c3)OCO4)C(=O)N12 (stereo not given) the results were BLM helicase inh 3%, Anesthetic bind -14%, POLB inh -15%, 12-LOX inh inconclusive, TRHR ag 0.4, ERG Ets-DNA blk -1%, POLI inh inconclusive and POLK inh -15%[60.1 µM].
CCOC(=O)CSC1=C(C#N)C(c2ccc3c(c2)OCO3)CC(=O)N1 (stereo not given) was read as BLM helicase inh 2%, Anesthetic bind -11%, POLB inh 13%, 12-LOX inh -3%, TRHR ag -0.1, APEX1 inh 5%, ERG Ets-DNA blk -4%, POLI inh inconclusive and POLK inh -3%.
Screening COc1ccc2c(c1)C(=NNC(=O)c1ccccn1)c1cc(OC)ccc1-2 returned BLM helicase inh 10µM*, Anesthetic bind 3%, POLB inh 0%, 12-LOX inh -10%, TRHR ag -0.2, APEX1 inh 11%, ERG Ets-DNA blk 10%, POLI inh 49%[activator] and POLK inh -10%.
For Cc1ccc2nc(/C(C#N)=C\c3cc(C)n(-c4cccc([N+](=O)[O-])c4)c3C)[nH]c2c1 the results were BLM helicase inh -6%, Anesthetic bind -18%, POLB inh -1%, 12-LOX inh -15%, TRHR ag -0.3, APEX1 inh 1%, ERG Ets-DNA blk -2%, POLI inh -8%[58.9 µM] and POLK inh -12%.
`COc1ccccc1NC(=O)COC(=O)C1CC2C=CC1C2` (stereo not given) gave BLM helicase inh -1%, Anesthetic bind -7%, POLB inh 14%, 12-LOX inh 2%, TRHR ag -3.6, APEX1 inh -8%, ERG Ets-DNA blk -8%, POLI inh 52%[activator] and POLK inh -1%.
Screening CCN(Cc1ccccc1)C(=O)c1ccc(CS(=O)c2ccccc2C)o1 (stereo not given) returned BLM helicase inh -1%, Anesthetic bind -14%, POLB inh 1%, 12-LOX inh 6%, TRHR ag -0.6, APEX1 inh 62%[activator], ERG Ets-DNA blk -6%, POLI inh -22% and POLK inh 16%.
Screening CCSc1nnc(NC(=O)c2ccc3nc[nH]c3c2)s1 returned 12-LOX inh -1%, APEX1 inh -11%, ERG Ets-DNA blk 7%, POLI inh inconclusive and POLK inh -34%.
Screening CCOc1ccc(N(CC)S(=O)(=O)c2cc(Br)cc3c2N(C(C)=O)C(C)C3)cc1 (stereo not given) returned BLM helicase inh -5%, Anesthetic bind 64%[activator], POLB inh 2%, 12-LOX inh -8%, TRHR ag -0.2, ERG Ets-DNA blk 0%, POLI inh -13% and POLK inh -10%.
Screening COc1ccc(CCNc2nc(-c3ccc(OC)c(OC)c3)cc(C(F)(F)F)n2)cc1OC returned BLM helicase inh -9%, Anesthetic bind 101%[activator], POLB inh -8%, 12-LOX inh 0%, TRHR ag -0.4, ERG Ets-DNA blk -2%, POLI inh 15% and POLK inh 0%.
For COc1ccc(C(CC(=O)NCC(OC)OC)NS(=O)(=O)c2ccc(Cl)cc2)cc1 (stereo not given) the results were BLM helicase inh 3%, Anesthetic bind -3%, POLB inh -2%, 12-LOX inh 23%, TRHR ag -0.3, APEX1 inh 10%, ERG Ets-DNA blk -7%, POLI inh 6% and POLK inh -11%.
CCN(CC)CC(=O)NC1CC(C)(C)Cc2c1cnn2-c1ccc(F)cc1 (stereo not given) was read as BLM helicase inh 1%, Anesthetic bind -6%, POLB inh 24%, 12-LOX inh 4%, TRHR ag 0.0, APEX1 inh 7%, ERG Ets-DNA blk -4%, POLI inh 10% and POLK inh 0%.
COc1ccc(NC(=O)COc2ccc(N(C)S(=O)(=O)c3ccc(C)cc3)cc2)cc1 was read as BLM helicase inh -6%, Anesthetic bind -2%, POLB inh 2%, 12-LOX inh 4%, TRHR ag 6.7, APEX1 inh 4%, ERG Ets-DNA blk 9%, POLI inh -11% and POLK inh -27%.
`Cc1ccc(Cn2c(SCc3ccc(C(=O)N4CCCCC4)cc3)nc3ccncc32)cc1` gave BLM helicase inh 1%, Anesthetic bind inconclusive, POLB inh -20%, 12-LOX inh -4%, TRHR ag -0.9, ERG Ets-DNA blk -8%, POLI inh 14% and POLK inh -9%.
Screening COc1ccccc1N/C(=N/S(=O)(=O)c1ccc(Cl)cc1)c1ccccc1 returned BLM helicase inh -8%, Anesthetic bind -17%, POLB inh -19%, 12-LOX inh 9%, TRHR ag -1.3, APEX1 inh -6%, ERG Ets-DNA blk 4%, POLI inh -3% and POLK inh -18%.
